Integrin act MD – qHTS for Activators of Integrin-Mediated Alleviation for Muscular Dystrophy; 0.064% of 350,000 active; alpha7betagal myoblasts, beta-gal FDG fluorescence, 48 h; AID 624291, 2012; Potency, µM (series often up to 38.3 µM), for inactives: top-dose activation, actives largely listed as activators;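 also: potency is read from the fitted curve at half-maximal effect; 100% = response of the positive control SU9516; nearly all actives have a fitted effect of over 60% in size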
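Alpha7betagal+/- myoblasts (passage 13) were plated 16-24 hr, then exposed to compounds (1:260 dilution of DMSO stock) for 48 hours at 37C. After MPER lysis, β-galactosidase reporter activity was read as FDG fluorescence (ex 480/em 540) after 30 minutes.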
B2AR arrestin – qHTS assay of beta-arrestin-biased ligands of beta2-adrenergic receptor; Beta-2 adrenergic receptor (Homo sapiens), P07550; beta-arrestin recruitment to beta2AR, cell-based reporter; Potency, µM (titrated, usually from 46.1 µM), inactives show at the highest dose activation, actives largely listed as activators; 0.02% of 330,000 active; AID 492947, 2010;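 also: potency is read from the fitted curve at half-maximal effect; 0% = DMSO controls and full agonism = EC100 isoproterenol or metaproterenol; nearly all actives have a fitted effect of over 65% in size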
A-T KAP1 phos – qHTS Assay for Identifying a Potential Treatment of Ataxia-Telangiectasia; […] A-T fibroblasts, KAP-1 phosphorylation AlphaLISA; neocarzinostatin DNA damage 30 min before lysis; Potency, µM (top dose mostly 57.5 µM), without a hit: top-dose activation, hits mostly activators; 0.19% of 320,000 active; also: potency is read from the fitted curve at half-maximal effect; % of control where 0% means no effect; nearly all actives have a fitted effect of over 45% in size
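hTERT-immortalized A-T patient fibroblasts ([…]), 500 cells/well in OPTI-MEM, 1% FBS, got compounds for 60 min, then NCS for 30 min at 37C. Lysates were then assayed for phospho-KAP-1 by AlphaLISA (anti-pKAP1 donor, anti-KAP1 acceptor beads), 6 hr at 25C.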
TRPV1 agonist – HTS Assay for Compounds that Act as Agonists of the Vanilloid Receptor 1; AID 540275, 2011; activation, % at 8.33 µM; 0.19% of 320,000 active; Transient receptor potential cation channel subfamily V member 1 (Homo sapiens), Q8NER1; TRPV1-expressing cells, Fluo-8 calcium influx, agonist mode; in the data active = activation above about 80%; inconclusive = between about 30% and that limit; also: 0% is about no effect
Target sequence (Q8NER1 whole entry, looked up): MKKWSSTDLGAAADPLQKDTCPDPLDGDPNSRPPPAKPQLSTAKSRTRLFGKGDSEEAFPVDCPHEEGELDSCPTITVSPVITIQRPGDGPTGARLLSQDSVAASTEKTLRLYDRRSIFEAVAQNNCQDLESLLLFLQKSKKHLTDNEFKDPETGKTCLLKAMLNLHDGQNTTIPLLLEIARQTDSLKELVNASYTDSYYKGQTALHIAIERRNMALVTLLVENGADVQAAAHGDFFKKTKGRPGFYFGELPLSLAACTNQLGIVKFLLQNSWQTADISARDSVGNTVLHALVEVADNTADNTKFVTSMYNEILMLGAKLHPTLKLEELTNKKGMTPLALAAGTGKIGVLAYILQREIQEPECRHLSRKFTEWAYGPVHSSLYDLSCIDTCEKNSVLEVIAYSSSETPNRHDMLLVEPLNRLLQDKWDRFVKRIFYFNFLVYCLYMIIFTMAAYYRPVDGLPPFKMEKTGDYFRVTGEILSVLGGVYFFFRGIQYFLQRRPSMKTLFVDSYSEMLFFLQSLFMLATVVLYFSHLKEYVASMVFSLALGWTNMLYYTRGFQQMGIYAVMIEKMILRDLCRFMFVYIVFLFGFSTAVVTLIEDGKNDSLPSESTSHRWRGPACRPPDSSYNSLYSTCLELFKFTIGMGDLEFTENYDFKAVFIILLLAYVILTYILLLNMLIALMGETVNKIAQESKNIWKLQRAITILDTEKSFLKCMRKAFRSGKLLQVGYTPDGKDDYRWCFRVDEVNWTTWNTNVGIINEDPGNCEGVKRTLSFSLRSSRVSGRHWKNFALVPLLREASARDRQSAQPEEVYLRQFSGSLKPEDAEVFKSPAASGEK
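TRPV1-expressing cells were cultured overnight at 35.5C and loaded with Fluo-8 calcium dye for 40 to 90 min at room temperature. After a 10 s baseline, compound was added and calcium influx was read kinetically for 3 min (ex 480/em 520 nm).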
ELG1 DNA repair – qHTS screen for small molecules that inhibit ELG1-dependent DNA repair in human embryonic kidney (HEK293T) cells expressing luciferase-tagged ELG1 | HEK293T ELG1-luciferase reporter, luminescence, 16 h; DNA damage induced by 5-fluorouridine | Potency, µM (top dose mostly 46.1 µM), inactives show top-dose activity change, negative = inhibition, actives largely listed as inhibitors | 2.3% of 330,000 active; also: potency is read from the fitted curve at half-maximal effect; % is scaled to controls: 0 for no effect and ±100 for the full control effect; nearly all actives have a fitted effect of over 55% in size
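In this reporter screen, reduction of luminescence relative to DMSO vehicle indicated activity. Compounds and 5-fluorouridine were added together to 2,000 cells per well, incubated for 16 hr at 37 °C, then developed with ONE-Glo.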
p53 reactivation – qHTS assay for re-activators of p53 using a Luc reporter. AID 504706, 2011. H1299 p53-A138V BP100-luciferase reporter, luminescence, 24 h. 0.063% of 320,000 active. Potency, µM (top dose mostly 92.2 µM), without a hit: at the highest dose activity change, positive = activation, actives largely listed as activators; also: potency is read from the fitted curve at half-maximal effect; % of control where 0% means no effect; nearly all actives have a fitted effect of over 45% in size
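H1299 (p53-null), stable ts p53-A138V + BP100-Luc; 1000 cells/well, Opti-MEM/10% FBS; cpd 4 pt, 1:5; 24 h, 37 deg C, 5% CO2; detection reagent 10 min RT; luminescence.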
TSG101-PTAP inh – qHTS Assay for Iinhibitors of HIV-1 Budding by Blocking the Interaction of PTAP/TSG101; Fluorescence polarization, FITC-PTAP peptide / Tsg101 binding; Potency, µM (series often up to 115 µM), for inactives: at the top dose activity change, negative = inhibition, most hits filed as inhibitors; AID 493005, 2010; 340,000 tested, under 10 active; Tumor susceptibility gene 101 protein (Homo sapiens), Q99816; active = well fitted inhibition curve with a large enough effect in the main read-out, with a control signal flat, not every such curve was filed as active; inconclusive = small, poorly fitted or top-dose-only effect, or effect the other way, or a change in a side signal; inactive = no such curve, though single readings can be large or run the other way; also: potency is read from the fitted curve at half-maximal effect; % of control where 0% means no effect
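Fluorescence anisotropy tracks displacement of a FITC-tagged PTAP peptide (50 nM) from the Tsg101 binding domain (10 uM), following a 20 min room-temperature incubation at pH 7.5.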
TCR act – Activators of T cell receptors: qHTS campaign; primary human leukocytes, anti-CD3, IL-2 HTRF, 48 h; 330,000 tested, under 10 active; AID 504894, 2011; Potency, µM (highest dose often 9.22 µM), without a hit: at the highest dose activation of IL-2 secretion, actives largely listed as activators; also: % of control where 0% means no effect
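Human primary leukocytes + a-CD3 beads + cpd, 48 hr; IL-2 in supernatant by HTRF (ex 320nm / em 665nm). No co-stimulatory signal supplied.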
MLL CXXC-DNA inh – qHTS Fluorescence Polarization Assay for Inhibitors of MLL CXXC domain - DNA interaction. 0.037% of 290,000 active. MLL-CXXC / FITC-HOXA9 DNA fluorescence polarization. Potency, µM (top dose mostly 115 µM), inactives show at the top dose activity change, negative = inhibition, hits mostly inhibitors. Histone-lysine N-methyltransferase 2A (Homo sapiens), Q03164; active = well fitted inhibition curve with a large enough effect in the polarisation, with a control signal flat, not every such curve was filed as active; inconclusive = small, poorly fitted or top-dose-only effect, or effect the other way, or a change in a side signal; inactive = no such curve, though single readings can be large or run the other way; the % refers to the polarisation; also: potency is read from the fitted curve at half-maximal effect
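Purified MLL-CXXC (added from a 7 uM solution) was preincubated 5 min at ambient with pinned compounds in 50 mM Tris-HCl pH 7.5, 50 mM NaCl, 1 mM DTT, 0.05% BSA. Fluorescein-labeled HOX-A9 DNA (50 nM solution) followed, 30 min, then polarization read.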
BRCA1 expr act – qHTS Assay to Identify Small Molecule Activators of BRCA1 Expression. MCF7-BRCA1-FFLuc reporter, luminescence, 48 h; response scale: scaled: vehicle 0%, 10 µM genistein 100%. Potency, µM (highest dose often 46.1 µM), for the others: top-dose activation, actives largely listed as activators. 1.1% of 380,000 active. AID 624202, 2012; also: potency is read from the fitted curve at half-maximal effect; nearly all actives have a fitted effect of over 80% in size; some results filed as inactive show a strong effect at the top dose
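Cells: MCF7-BRCA1-FFLuc, 2000/well. Exposure: 48 h, 37 °C, 5% CO2. Read: luminescence, 15 min post-substrate. Controls: genistein 10 microM (maximal activation), DMSO (neutral).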
Active calls of the source: *; u = inconclusive; x = no result given; [ ] = remark or other dose. Unless noted, calls follow the shape of the dose curve; as a rule, active = well fitted curve in the direction sought with a large enough effect; inconclusive = small, poorly fitted or top-dose-only effect, or another doubt; inactive = no such curve, though single readings can be large; an effect the other way counts as inactive or inconclusive.

SMILES	Integrin act MD	B2AR arrestin	A-T KAP1 phos	TRPV1 agonist	ELG1 DNA repair	p53 reactivation	TSG101-PTAP inh	TCR act	MLL CXXC-DNA inh	BRCA1 expr act
CN(Cc1ccc(Br)cc1)CC(O)COc1cccc(Br)c1 (centres undefined)	-32%	0.5%	8%	2	-7%	-1%	-5%	-10%	12%	-32%
O=C(/C=C/c1ccccc1)CC(O)(c1ccccc1)C(F)(F)F (centres undefined)	-27%	-0.4%	9%	14	u	-12%	-6%	-14%	-1%	-46%
COc1cc(NS(=O)(=O)c2ccc(NC(=O)CCC(=O)O)cc2)nc(OC)n1	20%	0.0%	7%	1	-1%	-4%	-1%	-1%	u	-18%
Cc1ccc2c(c1)N(Cc1cccc(C#N)c1)C=NS2(=O)=O	-2%	-0.9%	3%	-2	-11%	-3%	0%	12%	35%[activator]	-3%
CCN1CCN(c2ccc(S(=O)(=O)N3CCOCC3)cc2NC(=O)c2ccc(C)cc2C)CC1	8%	0.0%	-3%	2	17%	0%	-4%	-2%	x	-30%
COc1cc(C(=O)N2CCN(Cc3ccccn3)CC2)cc(OC)c1OC	3%	-0.4%	6%	2	-5%	5%	-8%	6%	12%	6%
Cc1cc(=O)[nH]c(-n2ncc(C#N)c2N)n1	16%	-0.3%	5%	0	-1%	-3%	-1%	5%	5%	-16%
Cc1ccc(C2C3=C(Nc4[nH]n(-c5ccccc5)c(=O)c42)c2ccccc2C3=O)cc1 (centres undefined)	x	-0.1%	-3%	-2	-4%	-2%	x	9%[46.1 µM]	1%	x
Cc1ccc(C)c(C(=O)CCC(=O)Nc2ccc(N3CCN(C)CC3)cc2C)c1	-46%[inhibitor]	0.1%	5%	x	0%	0%	1%	4%	x	-2%
O=S(=O)(Nc1ncnc2sc3c(c12)CCC3)c1ccc2ccccc2c1	8%	0.4%	11%	-4	-1%	1%	-1%	-2%	20%	-13%
COc1ccc(C)cc1NC(=O)Cn1c(=O)oc2ccccc21	10%	0.3%	7%	-10	2%	-3%	-1%	-8%	-13%	-29%
Cc1ccc(OCCN2CCN(CC(O)Cn3c4ccccc4c4ccccc43)CC2)cc1 (centres undefined)	x	-0.2%	-4%	-7	-14%	-45%[inhibitor]	x	-3%[46.1 µM]	-5%	x
COc1cccc(C(=O)C2CCCN(CC3=Cc4cc(OC)ccc4OC3)C2)c1 (centres undefined)	18%	-0.5%	6%	14	u	-1%	-3%	0%	-14%	-17%
Clc1ccc(CNC2CCCC2)cc1	-31%	-0.2%	-2%	3	-5%	2%	-7%	5%	1%	0%
CC1CNC(=S)N(c2ccccc2)C1=O (centres undefined)	16%	x	x	x	x	x	-1%	-5%	x	-10%
Cc1cccc(-c2n[nH]c(=S)n2C)c1	14%	-0.5%	-2%	1	-4%	2%	0%	8%	5%	-1%
O=C(Nc1ccc(-c2nc3ccccc3o2)cc1)C1CCCO1 (centres undefined)	7%[7.66 µM]	-0.1%	1%	4	u	x	-8%	6%	-2%	60%
O=C(CSc1nc2ccccc2o1)N/N=C/c1ccco1	u	-0.1%	7%	5	u	u	-4%	-6%	2%	u
Cc1ccc2[nH]c(C(=O)N3CCN(C=O)CC3)cc2c1	-26%	-0.5%	5%	0	7%	4%	-4%	0%	-1%	-18%
CC(NC(=O)COc1ccccc1)C(=O)OCC(=O)c1cc2ccccc2o1 (centres undefined)	-19%	-1.1%	-3%	4	0%	2%	-3%	-1%	11%	-10%
CCOc1ccc(N)cc1OC	-23%	0.3%	8%	1	-7%	4%	-1%	-2%	19%	7%
O=C(O)C1[C@H]2C(=O)N(Cc3cccs3)C[C@]23C=C[C@H]1O3 (some centres undefined)	8%	-0.1%	10%	11	2%	1%	-3%	5%	-5%	4%
CCOC(=O)C1(Cc2ccccc2C)CCCN(C(=O)COC)C1 (centres undefined)	27%	0.1%	2%	2	u	1%	-6%	2%	-3%	60%
Cn1cccc1CC(=O)N/N=C/C=C/c1ccccc1	-31%	-0.2%	-11%	3	u	26%	1%	-16%[46.1 µM]	1%	82%
CN1C(=O)C(CC(N)=O)N(NC(=O)c2ccc(Cl)cc2)C1=S (centres undefined)	6%	0.0%	-6%	1	-7%	4%	0%	25%	-5%	1%
New compounds follow:
SMILES	Integrin act MD	B2AR arrestin	A-T KAP1 phos	TRPV1 agonist	ELG1 DNA repair	p53 reactivation	TSG101-PTAP inh	TCR act	MLL CXXC-DNA inh	BRCA1 expr act
CC(=O)Nc1ccc2c(c1)nc(C)n2Cc1ccccc1	3%	-0.9%	-1%	-3	-19%	11%	-7%	15%	4%	9%
O=[N+]([O-])c1ccc(C(O)CNC(=S)Nc2ccccc2)cc1 (centres undefined)	-22%	0.0%	2%	26	0%	-2%	-3%	4%	6%	1%
CCCCn1c(N)c(N(CCOC)C(=O)COc2ccc(Cl)cc2)c(=O)[nH]c1=O	3%	0.1%	9%	0	1%	3%	-1%	7%	-6%	-6%
CC(C)CC(NC(N)=O)C(=O)Nc1ccc(Oc2ccccc2)cc1 (centres undefined)	-10%	-0.2%	2%	-2	u	-5%	-1%	x	7%	-6%
Cc1cc(C(=O)N2CCCC2C(=O)O)c(C)o1 (centres undefined)	-12%	-1.2%	x	3	0%	28%	0%	8%	-2%	3%
Cc1ccsc1C(C(=O)NC1CCCCC1)N(C(=O)c1csnn1)C1CC1 (centres undefined)	-10%	0.4%	0%	14	-1%	0%	-2%	-3%	-2%	1%
CCOC(=O)c1ccc2nc(C)c(CC)c(Cl)c2c1	-1%	-1.1%	3%	-5	u	5%	-4%	-7%	0%	u
CC(=O)Oc1ccc(C#C/C=C2\c3ccccc3C(=O)N2c2ccccc2)cc1	-21%	3.0%	1%	x	27%	12%	6%	5%	x	-55%
COc1cccc(C(=O)N2CCN(C3CCN(Cc4ccccc4)CC3)CC2)c1	x	-0.1%	8%	1	-5%	-8%	x	x	u	x
CCN(CC)CC(O)Cn1c2ccccc2c2ccccc21 (centres undefined)	-2%	-0.9%	1%	4	3%	0%	-2%	8%	2%	-22%
CCCCN(C(=O)Oc1ccccc1)C1CCS(=O)(=O)C1 (centres undefined)	34%	-0.7%	-14%	-2	6%	-1%	1%	-3%	4%	-4%
Cc1cc2ccccn2c1C(=O)c1ccc(Cl)cc1	12%[7.66 µM]	4.3%	11%	-4	u	1%	-8%	x	-2%	12%
O=C1CC(C(=O)Nc2ccccc2)S/C(=N\N=C\c2ccco2)N1 (centres undefined)	4%	-0.2%	-1%	0	3%	1%	0%	9%[46.1 µM]	2%	-28%

Gathered by group: the compounds so far with an aryl methoxy group (6)
SMILES	Integrin act MD	B2AR arrestin	A-T KAP1 phos	TRPV1 agonist	ELG1 DNA repair	p53 reactivation	TSG101-PTAP inh	TCR act	MLL CXXC-DNA inh	BRCA1 expr act
COc1cc(NS(=O)(=O)c2ccc(NC(=O)CCC(=O)O)cc2)nc(OC)n1	20%	0.0%	7%	1	-1%	-4%	-1%	-1%	u	-18%
COc1cc(C(=O)N2CCN(Cc3ccccn3)CC2)cc(OC)c1OC	3%	-0.4%	6%	2	-5%	5%	-8%	6%	12%	6%
COc1ccc(C)cc1NC(=O)Cn1c(=O)oc2ccccc21	10%	0.3%	7%	-10	2%	-3%	-1%	-8%	-13%	-29%
COc1cccc(C(=O)C2CCCN(CC3=Cc4cc(OC)ccc4OC3)C2)c1 (centres undefined)	18%	-0.5%	6%	14	u	-1%	-3%	0%	-14%	-17%
CCOc1ccc(N)cc1OC	-23%	0.3%	8%	1	-7%	4%	-1%	-2%	19%	7%
COc1cccc(C(=O)N2CCN(C3CCN(Cc4ccccc4)CC3)CC2)c1	x	-0.1%	8%	1	-5%	-8%	x	x	u	x

Screening data: PubChem BioAssay, National Center for Advancing Translational Sciences (NCATS)
